High-throughput results: PubChem BioAssay, Broad Institute
Cneo AK release = causes C. neoformans cell lysis | adenylate kinase release luminescence, 4 h; normalised: neutral wells 0, clomiphene wells 100 | lysis activity, % at 15 µM | 0.2% of 360,000 active | AID 651654;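 active = mean lysis activity across replicates of at least 80%, whatever share of replicates individually reach that level; inactive = mean lysis activity below 80%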
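Assay system: C. neoformans cells. Amount: yeast cell density of 5 × 10^6 cells/mL. Technique: AK luminescence. Buffer or medium: YPD. Times: static 4 h at 37 °C with compound, 1 h detection. Dosing: single-point compound dose. Read-out: lysis from increased AK signal.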
LGR2 antag = inhibitors of bursicon-induced Drosophila LGR2 receptor cAMP signaling | inhibition, % at 9.99 µM | 0.35% of 380,000 active | HEK293 LGR2, CRE-luciferase, bursicon-stimulated, 4 h;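 active = drop in luminescence signal, shown as inhibition above about 50% in the replicate tests, limit read from the data, passing the limit was not always enough; inconclusive = probably only some replicates passing the limit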;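 also: agonist challenge used bursicon conditioned medium at about half maximal strength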
PGC1a acetyl inh = PGC1a acetylation modulation, inhibitor mode; 0.17% of 350,000 active; U2OS PGC1a acetylation, AlphaScreen anti-acetyl-lysine; with virally co-expressed GCN5 acetyltransferase; AID 651687; inhibition, % at 15.6 µM;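 active = every replicate shows inhibition of at least 40%; inconclusive = mean inhibition at least 40% but some replicate below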;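 also: 0% = neutral control wells and 100% = positive control wells; some results beyond the cut were filed as inactive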
CASP6 VEID inh = inhibitors of human caspase-6; P55212; purified caspase-6, Z-VEID-R110 cleavage fluorescence; inhibition, % at 12.5 µM; 0.53% of 350,000 active;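 active = mean inhibition across replicates at least about 35%, with every replicate also reaching that limit, limit read from the data; inconclusive = only one of the two criteria met; inactive = neither criterion met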;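 also: 0% = median of neutral control wells and 100% = no fluorescence left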
Target sequence (P55212 24-179 limits assumed): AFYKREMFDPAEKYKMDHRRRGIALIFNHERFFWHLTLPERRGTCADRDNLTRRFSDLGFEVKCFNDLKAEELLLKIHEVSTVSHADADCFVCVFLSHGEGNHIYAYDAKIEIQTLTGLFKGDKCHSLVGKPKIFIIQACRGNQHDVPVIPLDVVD
Target sequence (P55212 194-293 limits assumed): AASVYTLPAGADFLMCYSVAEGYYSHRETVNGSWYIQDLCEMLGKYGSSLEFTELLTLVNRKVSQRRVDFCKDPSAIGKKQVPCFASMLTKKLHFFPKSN
FN deposit inh = fibronectin deposition inhibition. AH1F fibroblasts, Alexa488-fibronectin deposition fluorescence, overnight. inhibition, % at 12.6 µM. 0.086% of 350,000 active. AID 743247;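 active = mean inhibition across replicates of 30% or more, regardless of how many single replicates reach that level; inconclusive = mean under 30% yet at least half of replicates reach 30%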;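 also: positive control wells lacked labelled fibronectin entirely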
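Test system: AH1F fibroblast monolayer depositing Alexa488-labelled fibronectin into matrix. Input: 10000 cells per well. Technique: fluorescence, ex 485 nm, em 525 nm. Buffer or medium: DMEM plus 2% serum, read in PBS. Timing: 1 h cell adhesion before compound, then overnight fibronectin incubation. Compound: single dose, pinned. Read-out basis: inhibition from reduced deposited-fibronectin fluorescence.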
EWS-Fli block = EWS/Fli transcriptional activity inhibition | A673 NR0B1-luciferase reporter, viability-normalised | inhibition, % at 12.6 µM | 0.67% of 350,000 active | AID 651661;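 active = mean inhibition of at least 50% after viability correction, with every replicate also passing that limit; inconclusive = mean reaches 50% but only one of two replicates passes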;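 also: firefly luciferase signal divided by Alamar Blue viability fluorescence both relative to DMSO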
miR-122 sensor = miR-122 inhibition in Huh7 cells; Huh7 miR-122 Renilla luciferase sensor, 48 h; neutral wells = 0, positive control = 100; activation (reporter increase), % at 12.5 µM; 0.3% of 340,000 active; AID 602342;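 active = mean replicate activation score at least 90 and every replicate individually at or above 90; inconclusive = only one of the two criteria met; inactive = neither criterion met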;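 also: higher luciferase means less miR-122 activity so hits act as miR-122 inhibitors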
PAX8 inh HTS = inhibitors of PAX8 transcriptional activity in RMG-I cells; RMG-I TPO-luciferase reporter, SteadyGlo, 24 h; 1.2% of 360,000 active; inhibition, % at 12.6 µM; AID 652154;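 active = mean replicate inhibition at least 60% with every replicate also reaching 60%; inconclusive = only one of the two criteria is met; inactive = mean below 60% and not all replicates reaching 60%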;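 also: luciferase light reporting Pax8 driven TPO promoter activity; plate controls were median of neutral control wells for no effect and mitoxantrone controls for full effect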
* = called active by the depositor; ? = inconclusive; · = not tested or not shown; & = joins results of further samples; [ ] = dose if it differs, or a comment.

Order of results: Cneo AK release | LGR2 antag | PGC1a acetyl inh | CASP6 VEID inh | FN deposit inh | EWS-Fli block | miR-122 sensor | PAX8 inh HTS
> CC(=C/c1ccc(C(C)C)cc1)/C=N/NC(=O)Cn1nc(C)cc1C
    · | -31 | -6 | 2 | -2 | -7 | -10 | -38
> CN1C(=O)c2cc(NC(=O)Cc3ccccc3)ccc2OC[C@@H]2O[C@H](CC(=O)O)CC[C@@H]21
    9 | 11 | 4 | 3 | -6 | 1 | -17[16.7 µM] | -12
> O=C(CC1C[C@H](C(=O)N2CCOCC2)[C@@]2(CCC3CCCC3)c3[nH]c4ccccc4c3CCN2C1=O)NCCc1ccccn1 (some centres not stated)
    -1 | 1 | · | -6 | 3 | 0 | · | -8
> Cc1c(CCO)c(=O)[nH]n1C(=O)c1ccc(F)cc1
    4 | · | 1 | · | · | · | 0 | -31
> Oc1ccc2ccc3cccc[n+]3c2c1
    -1 | · | -3 | · | -9 | · | -2 | -33
> CCCCN1CC(N2CCN(C)CC2)CS1(=O)=O (configuration not stated)
    -1 | 24 | 4 | 3 | -2 | 4 | 5 | -4
> O=C(C1=C[C@H](c2coc3ccccc3c2=O)C[C@H](OCc2ccc(CO)cc2)O1)N1CCOCC1
    39&0 | -4 | 4 | -1&0 | 24 | 1&8 | 0 | 4
> Cc1cccc(S(=O)(=O)N2C[C@H](O)COC[C@H]3O[C@@H](CC(=O)Nc4ccc(-c5ccccc5)cc4)CC[C@@H]32)c1
    -4 | 5 | 1 | · | -7 | 0 | -4[16.7 µM] | 16
> Cc1ccccc1Nc1nc(N)nc(CSc2nnnn2C)n1
    · | -14 | · | 0 | -4 | -48 | -2 | -98
> COc1ccc(NC(=O)CSc2nc3ccsc3c(=O)n2CCC(=O)O)cc1
    -7 | 7 | -6 | 1 | 0 | -1 | -4 | -6
> COc1ccccc1S(=O)(=O)N1CC[C@@H]2[C@@H](CO)Nc3ccc(-c4ccc(C#N)cc4)cc3[C@@H]21
    -19 | -3 | 10 | 2 | 7 | 16 | 26[16.7 µM] | -7
> CCNC(=S)Nc1ccc(NC(=O)c2ccccc2O)cc1
    -9 | -9 | · | 3 | 10 | -11 | 1 | -8
> CCCC#Cc1cnc2c(c1)C(=O)N([C@@H](C)CO)C[C@H](C)[C@@H](CN(C)C(=O)Nc1ccccc1F)O2
    2 | -3 | -7 | 3 | · | 10 | -6[16.7 µM] | ·
> CC(C)(Oc1ccc(Cl)cc1)C(=O)NC1CCCCC1
    · | 9 | · | 7 | 0 | 6 | -5 | 13
> COc1ccc(S(=O)(=O)Nc2ccc3c(c2)CC(=O)N([C@H](C)CO)C[C@@H](C)[C@H](CN(C)C(=O)NC2CCCCC2)O3)cc1
    0 | -3 | 3 | -2 | · | 3 | 7[16.7 µM] | -13
> O=C(Cn1cnc2scc(-c3ccc(Br)cc3)c2c1=O)N1CCOCC1
    · | 0 | · | 1 | -4 | -14 | · | 0
> COc1ccc(CSC(=S)NNc2ccccc2)cc1
    -1 | -50 | · | 2 | -16 | -16 | 10 | -20
> CC1Cc2ccccc2N1CC(=O)NC(=O)NC1CCCCC1 (configuration not stated)
    · | 3 | · | 1 | -20 | 11 | · | 21
> CCS(=O)(=O)c1cc([N+](=O)[O-])c(Sc2ccccc2NC(C)=O)s1
    -3 | 30 | 12 | 1 | 1 | 1 | 1 | 23
> C[C@H](CO)N1C[C@H](C)[C@@H](CN(C)Cc2ccccc2C(F)(F)F)OCc2ccccc2-c2c(n(C)c3ccccc23)C1=O
    · | 15 | · | · | -5 | 1 | · | ?

The list goes on:
Order of results: Cneo AK release | LGR2 antag | PGC1a acetyl inh | CASP6 VEID inh | FN deposit inh | EWS-Fli block | miR-122 sensor | PAX8 inh HTS
> C=CCNC(=O)c1cccc(OC2CCN(CC(C)(C)C)CC2)c1
    3 | 0 | 11 | -2 | -5 | 1 | 0 | 11
> COc1ccc(NC(=O)N(C)C[C@H]2Oc3c(NC(=O)c4nc5ccccc5s4)cccc3C(=O)N([C@@H](C)CO)C[C@@H]2C)cc1
    -9 | 3 | 4 | 1 | 12 | -3 | -1[16.7 µM] | ·
> C[C@@H]1CN([C@H](C)CO)C(=O)c2cc(NC(=O)Cc3ccccc3)ccc2O[C@@H](C)CCCCO[C@H]1CN(C)S(=O)(=O)c1cccs1
    2 | -25 | -15 | · | · | 20 | 13[16.7 µM] | -23
> COc1ccc2oc(C(=O)OCC(=O)Nc3ccc(C(=O)N(C)C)cc3)c(C)c2c1
    3 | -19 | · | 19 | 5 | · | · | -3
> Cc1cc(C)cc(Cn2cc(CN3CC(N4CCN(CCO)CC4)CS3(=O)=O)nn2)c1 (configuration not stated)
    · | 12 | · | -10 | 5 | 2 | · | -2
> Cc1ccc(C2NC(=O)c3ccccc3N2)c(C)c1 (configuration not stated)
    · | -39 | -5 | 14 | · | 36 | 14 | 23
> Cc1ccc(Cl)cc1NC(=O)C1CC1c1ccccc1 (configuration not stated)
    -2 | -10 | 5 | -2 | -6 | 2 | 0 | 21
> O=C1CCCc2c1cnc1ncnn21
    · | -72 | · | -5 | -4 | 5 | · | -3
> COc1ccc(CCNC(=O)c2c(C)nn(-c3ccccc3)c2Cl)cc1
    -2 | -1 | · | -2 | -2 | · | -7 | 2
> C[C@@H]1CN([C@H](C)CO)C(=O)c2cccc(NS(=O)(=O)c3ccc(F)cc3)c2O[C@@H]1CN(C)C(=O)Nc1ccc(F)cc1
    0 | 3 | -3 | · | · | -2 | 5[16.7 µM] | ·
> C[C@@H]1CN([C@@H](C)CO)C(=O)c2cc(NC(=O)c3ccccc3)ccc2O[C@@H](C)CCCCO[C@@H]1CN(C)S(=O)(=O)c1ccccc1
    0 | -3 | 10 | 0 | 3 | -3 | -3[16.7 µM] | -11
> CS(=O)(=O)N1CCc2cc(S(=O)(=O)NCCNS(=O)(=O)c3ccc4c(c3)CCN4S(C)(=O)=O)ccc21
    3 | -11 | 7 | -2 | -2 | -1 | 24 | -12
> OC[C@H]1[C@H](c2ccc(-c3ccccc3F)cc2)[C@H]2CN(Cc3ccncc3)CCCCN21
    -2 | -1 | 6 | -10 | · | 3 | -3[16.7 µM] | -33
> CC(=O)Nc1ccc2c(c1)C(=O)N(C)[C@H]1CC[C@H](CC(=O)Nc3cn(C)nc3C)O[C@H]1CO2
    -2 | 1 | -5 | 0 | -3 | 2 | -1[16.7 µM] | -1
> C[C@H](CO)N1C[C@H](C)[C@@H](CN(C)S(=O)(=O)c2ccccc2)Oc2ncc(-c3cccc(C(=O)N(C)C)c3)cc2C1=O
    6 | -10 | -1 | 3 | -6 | -3 | · | 1
> COC(=O)[C@H](Cc1ccccc1)NC(=O)[C@@H]1C[C@H]1[C@@H](NC(=O)OCc1ccccc1)c1ccccc1
    0 | -11 | · | 4 | -18 | 3 | · | -12
> O=C(c1ccccn1)N1C[C@H]2[C@@H](c3ccccc31)[C@@H](CO)N2C(=O)C1CCCC1
    -5 | 0 | -4 | 4 | -7 | -2 | -30[16.7 µM] | -2
> O=C(NNC(=O)c1ccc(Br)s1)c1cccc(S(=O)(=O)N2CCCC2)c1
    2 | -1 | -13 | 2 | -3 | 13 | · | 1
> CCN(C(=O)CSc1nnc(-c2ccccc2C)n1C)c1c(N)n(Cc2ccccc2)c(=O)[nH]c1=O
    -1 | -4 | · | 1 | -6 | -3 | -9 | 0
> C[C@@H]1CCCCO[C@H](CN(C)CC2CCCCC2)[C@@H](C)CN([C@@H](C)CO)C(=O)c2cc(NS(=O)(=O)c3cccs3)ccc2O1
    10 | 7 | -6 | -1 | · | 13 | 3[16.7 µM] | 2

Carrying on:
Order of results: Cneo AK release | LGR2 antag | PGC1a acetyl inh | CASP6 VEID inh | FN deposit inh | EWS-Fli block | miR-122 sensor | PAX8 inh HTS
> Cc1ccc2c(c1)C1CN(C)CCC1N2S(=O)(=O)c1cc(C(F)(F)F)ccc1Cl (configuration not stated)
    4 | -14 | -14 | -5 | 1 | 8 | 0 | 8
> COc1cccc(C2C(C(=O)NCc3ccccc3)=C(C)Nc3ncnn32)c1 (configuration not stated)
    5 | · | · | · | 9 | · | -1 | 0
> Cc1ccc2c(c1)CCCN2C(=O)c1cc(C)on1
    -5 | 1 | · | 2 | · | 3 | · | -10
> COc1ccc(NC(=O)Nc2ccc(F)cc2)cn1
    -5 | -25 | 22 | 1 | 3 | -66 | · | -68
> O=c1cc(O)c2c(=O)[nH]c(=O)n(-c3ccccc3)c2[nH]1
    -2 | -4 | 5 | · | · | · | -2 | ·
> O=C(CSc1nnc2ccccn12)NNC(=O)c1ccc(Cl)cc1
    -1 | 8 | 3 | -1 | -4 | 16 | -3 | -7
> CCOC(=O)C1CCN(C(=O)C(CC)c2ccccc2)CC1 (configuration not stated)
    · | 1 | · | -4 | 2 | 8 | · | 4
> O=C(Nc1ccccn1)c1cc2cc([N+](=O)[O-])ccc2s1
    -2 | -53 | · | 1 | -10 | -84 | · | -207
> CC(O)(c1cccc(F)c1)c1nc(-c2ccncc2)cs1 (configuration not stated)
    -1 | 3 | -13 | 1 | -4 | 2 | 1 | 2
> O=C(C[C@H]1CC[C@@H](NC(=O)C2CC2)[C@H](CO)O1)NCc1ccncc1
    26 | -7 | 4 | -3 | 0 | 6 | · | -6
> CCOc1ccc(C(=O)N2CCN(Cc3ccccc3)CC2)cc1OCC
    -1 | -3 | -3 | 1 | -10 | 16 | 5 | 2
> N#C/C(=C\c1ccccc1[N+](=O)[O-])C(=O)NCc1ccccc1
    · | -5 | · | -3 | -3 | -5 | · | 3
> O=C1CS/C(=C/C(=O)c2ccccc2)N1
    0 | 3 | -1 | · | -4 | · | 1 | ·
> CCCn1c(NC(=O)c2ccccc2)nc2ccccc21
    2 | 0 | -1 | · | · | · | 10 | ·
> COC(=O)NCC(c1cccnc1)N1CCN(c2ccccc2F)CC1 (configuration not stated)
    0 | 11 | -9 | 1 | 3 | 6 | 0 | 4
> O=C(NCc1cccnc1)c1ccc(NC(=O)c2cccc([N+](=O)[O-])c2)cc1
    -1 | -6 | -171 | -3 | · | -6 | 3 | 5
> O=C(O)c1c(C(=O)O)c(-c2ccc(F)cc2)n2c1CCC2
    · | -2 | · | 1 | 2 | 2 | · | -5
> CC(C)NC(=O)N(C)C[C@H]1Oc2ccc(NC(=O)c3ccncc3)cc2CC(=O)N([C@H](C)CO)C[C@@H]1C
    -1 | 1 | -10 | 1 | -5 | 0 | 0[16.7 µM] | 6
> O=C(Nc1cc(F)ccc1F)N[C@@H]1CC[C@@H](CCn2cc(C3CCCCC3)nn2)O[C@H]1CO
    2 | -6 | 6 | -1 | -5 | 3 | · | 2
> CO[C@H]1CN(C)C(=O)c2ccc(NC(=O)Nc3cccc(F)c3)cc2OC[C@H](C)N(C(=O)Nc2c(C)noc2C)C[C@@H]1C
    -2 | 9 | 3 | -1 | -31 | -5 | · | -1

Exported as labelled records: two of the compounds above.
COc1cccc(C2C(C(=O)NCc3ccccc3)=C(C)Nc3ncnn32)c1 (configuration not stated)
  Cneo AK release: 5
  LGR2 antag: ·
  PGC1a acetyl inh: ·
  CASP6 VEID inh: ·
  FN deposit inh: 9
  EWS-Fli block: ·
  miR-122 sensor: -1
  PAX8 inh HTS: 0

Cc1ccc2c(c1)CCCN2C(=O)c1cc(C)on1
  Cneo AK release: -5
  LGR2 antag: 1
  PGC1a acetyl inh: ·
  CASP6 VEID inh: 2
  FN deposit inh: ·
  EWS-Fli block: 3
  miR-122 sensor: ·
  PAX8 inh HTS: -10
